# Screening results from PubChem.
# pCIP destab = p/CIP protein destabilization | decrease of EGFP signal, % at 10 µM | F442A p/CIP-EGFP cells, EGFP fluorescence, 16 h | AID 1984 | hit rate 0.01% among 290,000;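 active means EGFP signal decrease of at least 30% at 10 µM or well 3 SD below plate mean, unless failing retest; inactive means the rest, including hits failing retest or dose response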; further: some compounds called inactive have numbers as strong as hits; many of its hits are not listed in these tables
# Target sequence (Q05BA5 1-1403): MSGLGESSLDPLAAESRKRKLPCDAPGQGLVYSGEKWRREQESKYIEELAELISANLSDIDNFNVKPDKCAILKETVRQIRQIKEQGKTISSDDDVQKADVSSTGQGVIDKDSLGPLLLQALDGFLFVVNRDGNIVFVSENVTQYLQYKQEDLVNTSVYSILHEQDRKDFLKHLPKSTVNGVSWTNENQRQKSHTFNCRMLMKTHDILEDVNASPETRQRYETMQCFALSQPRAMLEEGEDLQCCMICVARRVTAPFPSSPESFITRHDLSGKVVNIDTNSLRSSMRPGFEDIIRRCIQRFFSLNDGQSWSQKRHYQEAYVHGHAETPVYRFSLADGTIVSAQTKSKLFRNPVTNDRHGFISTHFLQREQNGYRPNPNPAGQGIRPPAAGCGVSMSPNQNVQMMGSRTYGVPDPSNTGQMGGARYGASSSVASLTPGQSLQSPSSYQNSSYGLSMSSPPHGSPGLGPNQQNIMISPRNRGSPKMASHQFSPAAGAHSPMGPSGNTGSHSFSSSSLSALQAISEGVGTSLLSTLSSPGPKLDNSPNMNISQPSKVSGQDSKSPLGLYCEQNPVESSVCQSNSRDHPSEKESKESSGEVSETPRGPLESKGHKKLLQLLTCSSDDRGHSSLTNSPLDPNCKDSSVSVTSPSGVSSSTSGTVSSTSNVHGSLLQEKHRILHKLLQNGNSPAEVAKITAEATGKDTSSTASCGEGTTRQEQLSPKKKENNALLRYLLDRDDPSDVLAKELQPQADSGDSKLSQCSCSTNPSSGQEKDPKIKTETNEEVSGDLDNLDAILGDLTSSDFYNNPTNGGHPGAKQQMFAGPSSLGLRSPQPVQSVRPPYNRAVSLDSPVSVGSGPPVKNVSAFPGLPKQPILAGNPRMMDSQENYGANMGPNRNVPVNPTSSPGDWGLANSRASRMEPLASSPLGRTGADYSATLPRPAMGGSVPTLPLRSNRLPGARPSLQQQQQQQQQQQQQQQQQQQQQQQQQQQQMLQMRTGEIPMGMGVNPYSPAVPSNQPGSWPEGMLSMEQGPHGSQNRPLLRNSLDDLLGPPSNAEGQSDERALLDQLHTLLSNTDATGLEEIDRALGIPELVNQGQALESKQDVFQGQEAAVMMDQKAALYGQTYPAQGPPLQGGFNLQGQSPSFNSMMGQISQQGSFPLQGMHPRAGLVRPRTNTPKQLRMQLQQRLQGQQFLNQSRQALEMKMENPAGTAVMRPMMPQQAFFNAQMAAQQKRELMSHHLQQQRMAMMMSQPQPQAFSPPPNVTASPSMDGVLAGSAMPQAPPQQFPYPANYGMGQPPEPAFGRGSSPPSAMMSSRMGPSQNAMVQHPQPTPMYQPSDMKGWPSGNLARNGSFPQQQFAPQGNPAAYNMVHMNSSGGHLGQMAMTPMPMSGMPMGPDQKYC
# IMP-1 inh = inhibitors of Pseudomonas aeruginosa IMP-1 metallo-beta-lactamase; purified IMP-1, nitrocefin hydrolysis, epi-absorbance fluorescence; hit rate 0.45% among 290,000; AID 1556; inhibition, % at 5.6 µM;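 active means inhibition above the mean plus 3 SD of all compounds in the same screening run, cut at about 4.5% in these data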;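 further: 0% = IMP-1 with DMSO and 100% = DMSO wells lacking enzyme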
#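 System: Purified IMP-1 | Read-out basis: Percent enzyme inhibition | Controls: IMP-1 with DMSO as 0%, enzyme-free DMSO as 100% | Replicates: One well per compound | Doses: 5.6 µM nominal single concentration | Detection: Epi-absorbance fluorescence, 480 nm excitation, 530 nm emission | Incubation: 25 °C, 15 min preincubation, 25 min reaction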
# VIM-2 inh = blocks Pseudomonas aeruginosa VIM-2 metallo-beta-lactamase; purified VIM-2, nitrocefin hydrolysis, epi-absorbance fluorescence; inhibition, % at 5.6 µM; hit rate 0.89% among 290,000; AID 1527;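 active means inhibition above the mean of all tested compounds plus 3 SD, cutoff set per screening run, cut at about 7.5% in these data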;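 further: red hydrolysis product quenches plate fluorescence so inhibitors raise well fluorescence; 0% = enzyme with DMSO and 100% = DMSO without enzyme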
# IDE act = IDE (human) activation, cell-based; AID 493087; HEK cells, FAbeta-B cleavage, fluorescence polarization; 0% vehicle, 100% cell-free pure enzyme wells; hit rate 0.073% among 340,000; P14735; activation, % at 5.96 µM;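 active means activation above the mean of all tested compounds plus 3 SD, set per screening campaign, cut at about 17% in these data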
# IDE inh = cellular human IDE inhibition; P14735; HEK cells, FAbetaB cleavage, fluorescence polarization; inhibition, % at 5.59 µM; hit rate 0.41% among 320,000;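 active means percent inhibition above the average of all tested compounds plus 3 SD, set per screening campaign, cut at about 16% in these data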;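 further: IDE supplied by intact live HEK cells; FP after avidin binding of uncleaved biotin substrate so inhibition keeps polarization high; 0% = DMSO wells and 100% = 60 µM reference IDE inhibitor Ii1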
# NS3 helicase inh = HCV NS3 helicase inhibition; NS3 helicase DNA unwinding, Cy5 molecular beacon fluorescence; inhibition, % at 10.9 µM; hit rate 0.56% among 290,000;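 active means inhibition above the mean of all tested compounds plus 3 SD, set per campaign, cut at about 35% in these data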;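 further: 0% = DMSO wells and 100% = thioflavine S control wells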
#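 Material: hepatitis C virus NS3 helicase domain fragment enzyme; measured by: Cy5 fluorescence, 0 and 60 min reads; control set: DMSO and thioflavine S; incubation: 60 min unwinding reaction at 25 °C after ATP addition; read-out basis: % inhibition from 60/0 min fluorescence ratio, DMSO 0%, thioflavine S 100%; repeats: singlicate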
# DNA FID counter = counter-screen for HCV NS3 helicase inhibitors: DNA intercalator displacement | DNA fluorescent intercalator displacement, fluorescence | inhibition, % at 7.9 µM | hit rate 0.17% among 290,000; in the data active means inhibition above about 37%;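 further: 0% = vehicle and 100% = reference compound; higher means more ethidium bromide displaced from hairpin DNA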
# M18AAP inhibitor = blocks P. falciparum M18 aspartyl aminopeptidase. hit rate 1.2% among 290,000. inhibition, % at 7.35 µM. recombinant PfM18AAP, H-Glu-NHMec fluorogenic cleavage;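 active means inhibition above the campaign mean inhibition over all tested compounds plus 3 SD, cut at about 28% in these data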;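 further: 0% = plate median of test compound wells and 100% = 2 mM ZnCl2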
# SUMO HTRF inh = blocks human SUMOylation mediated by UBC9; P63279; HTRF SUMOylation assay, SAE1/SAE2 + UBC9, in vitro; inhibition, % at 35 µM; hit rate 0.36% among 290,000; AID 2006; in the data active means inhibition above about 50%, passing the limit was not always enough; further: strong numbers were not always called active
# An asterisk follows results filed as active; . = not tested or not shown.
SMILES,pCIP destab,IMP-1 inh,VIM-2 inh,IDE act,IDE inh,NS3 helicase inh,DNA FID counter,M18AAP inhibitor,SUMO HTRF inh
CN(C)c1ccc(CN2CCCCC2)cc1,-15,-5.5,0.1,2,4,-2,-2,0,19
CC(C)NC(=O)NC(=O)COC(=O)c1ccc(OC(F)(F)F)cc1,-1,-3.0,0.0,5,5,-14,-23,-8,4
COc1ccc(N=Cc2sc(O)c3ccccc23)cc1,-102,8.3*,1.9,-66,61*,-6,0,8,9
Cc1ccc(-c2nnn(CC(=O)N(Cc3cccs3)C(C(=O)NCC3CCCO3)c3ccco3)n2)o1 (stereo not given),0,-2.4,-1.9,0,-4,-2,-38,-6,-17
COc1ccc(Nc2oc(-c3ccccc3Cl)nc2C#N)cc1,-6,-4.2,-2.7,8,0,2,-9,5,9
O=C1CSC(=S)N1/N=C/c1ccc(C(F)(F)F)cc1,2,3.1,-3.3,-3,6,10,-10,31*,2
COc1ccccc1NC(=O)c1ccc(Br)c(S(=O)(=O)N2CCCC2)c1,-12,-2.4,-1.8,2,-4,26,-38,10,4
CCN(C(=O)COC(=O)c1c2c(nc3ccccc13)/C(=C/c1ccccc1)CC(C)C2)C1CCS(=O)(=O)C1 (stereo not given),-6,-4.1,-0.4,5,7,-16,-19,-1,17
Cc1cnc(C(=O)Nc2ccc(C)c(S(=O)(=O)N(C)C)c2)cn1,2,-3.3,-1.1,3,-2,-2,0,-5,-4
CCN(CC)CCNC(=O)c1cc(S(C)(=O)=O)ccc1OC,0,-0.8,0.8,8,5,8,-2,3,-12
COc1ccc(Cc2nnc(NC(=O)c3ccccc3)s2)cc1OC,0,-4.4,-1.9,2,.,2,-29,-2,3
C/C(=N\NC(=O)CCc1c[nH]c2ccccc12)c1cccc([N+](=O)[O-])c1,-10,-2.9,-0.6,0,7,-5,3,7,-1
Cc1cc2oc(=O)cc(CN3CCC(C)CC3)c2c(C)c1Cl,-6,-3.9,-2.6,14,3,5,0,-3,2
Cc1ccc(Cn2c(=O)c3cccnc3n(CC(=O)Nc3cccc(C(F)(F)F)c3)c2=O)cc1,-8,-4.6,-1.1,6,3,5,1,0,-9
CC1(C)Cc2c(C#N)c(OCC(=O)c3ccccc3)nc(-c3ccoc3)c2CO1,-9,-0.9,-4.5,0,-3,8,2,-11,33
O=C(CSc1nc2[nH]ncc2c(=O)[nH]1)NCc1ccccc1Cl,-8,-2.8,-1.2,-5,-2,10,2,19,10
CC(=O)Nc1ccc(/C=N/NC(=O)CNC(=O)c2ccccc2)cc1,2,-1.3,0.5,4,-1,-3,1,0,6
CC1(C)CC(=O)C(C=Nc2ccc(Cl)cn2)=C(O)C1,8,-3.5,-1.8,1,-2,8,-6,0,-5
COCCn1cnc2c1c(=O)n(CC(=O)OCC(=O)NCCCc1ccccc1)c(=O)n2Cc1ccccc1,-24,-0.7,-3.8,-5,6,-4,-41,-3,10
COc1ccc(-c2[nH]ncc2CN(CCO)Cc2cccs2)c(F)c1,3,-3.1,-2.0,0,5,-2,-3,11,8
Cc1nc2c(C(=O)NCc3ccc(F)cc3)c[nH]n2c(=O)c1Cl,0,-2.6,0.2,-1,-4,-20,-25,2,-16
COc1ccc(CC(=O)OCC(=O)Nc2ccc(Br)cc2)cc1,11,-3.0,-2.2,2,1,-2,-5,1,-1
CCOC(=O)Cc1csc(N/C(=N/S(=O)(=O)c2ccc(Cl)cc2)c2ccccc2)n1,-9,-3.6,-4.2,-5,3,-14,-32,1,-6
COc1ccccc1N(CC(=O)NCc1ccccc1)C(=O)CCC(=O)Nc1ccccn1,-2,-4.8,-1.6,6,7,1,-29,9,-6
O=C(c1ccc2c(c1)OCO2)C1CCCN(Cc2cn[nH]c2-c2ccccc2)C1 (stereo not given),-6,-3.1,-2.4,-3,2,5,11,-3,8

# Reprinted from the part before: two compounds, then new ones.
SMILES,pCIP destab,IMP-1 inh,VIM-2 inh,IDE act,IDE inh,NS3 helicase inh,DNA FID counter,M18AAP inhibitor,SUMO HTRF inh
COc1ccccc1N(CC(=O)NCc1ccccc1)C(=O)CCC(=O)Nc1ccccn1,-2,-4.8,-1.6,6,7,1,-29,9,-6
O=C(c1ccc2c(c1)OCO2)C1CCCN(Cc2cn[nH]c2-c2ccccc2)C1 (stereo not given),-6,-3.1,-2.4,-3,2,5,11,-3,8
CCCCNC(=O)COCc1cc(-c2ccc3c(c2)OCO3)on1,-6,-0.8,-5.2,-4,-3,2,-28,3,2
CCN(CCn1cccn1)Cc1nc(Cc2cccc(F)c2)no1,-4,-2.1,-3.4,4,7,-4,-7,-6,17
COC(=O)c1ccc(C(=O)N2CCCC(N3CCN(c4ccc(F)cc4)CC3)C2)nc1 (stereo not given),-11,-0.2,-1.9,-7,0,2,-28,-4,22
Cc1ccc(CO/N=C\Cc2snc(Sc3ncc(C(F)(F)F)cc3Cl)c2C#N)cc1,-4,-6.1,-3.9,2,4,11,-2,7,22
O=c1[nH]n(-c2cccc3cccnc23)c(=O)c2ccccc12,7,-1.9,-0.8,1,-8,0,2,-30,-2
CCCn1c(N)c(N(CCOC)C(=O)/C=C/c2ccc(C(=O)OC)cc2)c(=O)[nH]c1=O,-14,-3.3,-3.1,-1,4,11,-16,-2,22
Cc1ccccc1C(=O)Nc1ccccc1C(=O)NC1CC1,-3,0.2,0.2,-2,-7,4,-2,-13,-2
COC(=O)CNC(c1ccccc1Cl)c1cc(Br)ccc1NC(=O)CCN1CCOCC1 (stereo not given),8,-1.9,-1.1,-1,3,-11,-2,-4,35
Cc1cc(N2CC(C(=O)Nc3nccs3)CC2=O)ccc1C(C)C (stereo not given),7,-1.1,-2.6,3,-5,-1,-49,2,4
Cc1cc(C)c2cc(CN(CC3CCCO3)C(=S)NCc3ccco3)c(=O)[nH]c2c1 (stereo not given),2,-1.7,-1.2,.,2,7,-30,-7,7
CC(C)C(O)(C(=O)NNc1ccccc1)C(C)C,-1,-4.1,-3.2,3,3,1,-4,7,4
O=C1C2C(C(=O)N1/N=C/c1cc([N+](=O)[O-])ccc1O)C1C=CC2C12CC2 (stereo not given),-13,-1.5,-2.0,4,1,1,1,9,30
Cc1ccc(CNc2nc(N)c([N+](=O)[O-])c(NCCO)n2)cc1,-15,-2.0,-0.3,-5,9,-2,-7,2,7
CCCOc1ccc(C2CC(=O)Nc3cc(OC)c(OC)cc32)cc1 (stereo not given),-5,0.8,-0.1,0,.,-14,-36,-16,18
COc1ccc(NC(=O)CN2C(=O)CSC2=O)cc1,-15,-1.4,-2.8,3,1,0,0,1,12
COc1ccccc1NC(=O)c1ccc2snnc2c1,5,-2.5,-2.0,-5,-2,16,-9,8,14
CCN(CC)C(=O)CSc1nnc(-c2ccc(S(=O)(=O)NCc3ccccc3Cl)cc2)o1,-10,-3.0,-2.9,7,1,7,-14,4,19
CC1=NOC(=O)/C1=C/c1ccc(N(C)C)cc1,-12,-5.1,-2.1,.,6,9,5,6,2
CC(C)CC(CO)N1CCN(C(=O)c2ccc(Cl)cc2Cl)CCC1=O (stereo not given),0,-1.3,0.1,3,0,-7,-14,4,1
Cc1cccc(-c2noc(CCC(=O)Nc3ccccc3)n2)c1,-2,-4.5,-2.9,-2,0,-4,-12,6,-21
COc1ccc(/C=C2\N=C(c3ccc(C)cc3)OC2=O)cc1,-8,-1.7,-1.8,5,1,26,-15,-1,2
Cc1cccc(N(CC(=O)N/N=C/c2ccc(OCC(=O)NCc3ccco3)cc2)S(C)(=O)=O)c1C,-6,-4.8,-4.3,1,-1,-4,-30,-10,7
O=C(c1cccc(S(=O)(=O)N2CCCCCC2)c1)N1CCN(c2ccccc2)CC1,18,-2.3,-3.2,3,6,-4,-32,-1,10
Clc1ccc(OCc2nc(-c3ccncc3)no2)c(Cl)c1,-3,-3.0,-0.9,1,3,-9,-10,1,2
Cc1nc(-c2cnn(-c3ccccc3)c2)c2cc(C)oc2n1,0,-0.8,2.4,-7,7,-5,-11,-8,23

# Taken from above:
# Cc1ccccc1C(=O)Nc1ccccc1C(=O)NC1CC1 in pCIP destab shows -3
# Cc1nc2c(C(=O)NCc3ccc(F)cc3)c[nH]n2c(=O)c1Cl in SUMO HTRF inh shows -16
# CC(C)C(O)(C(=O)NNc1ccccc1)C(C)C in IDE act shows 3
# COc1ccc(Nc2oc(-c3ccccc3Cl)nc2C#N)cc1 in SUMO HTRF inh shows 9

# Remaining list, next part.
SMILES,pCIP destab,IMP-1 inh,VIM-2 inh,IDE act,IDE inh,NS3 helicase inh,DNA FID counter,M18AAP inhibitor,SUMO HTRF inh
COC(=O)c1sccc1S(=O)(=O)N1CCCC(N(C)CCc2ccccn2)C1 (stereo not given),8,0.9,-1.1,2,0,10,11,11,-3
O=P(O)(O)c1ccccc1OCCOCCOc1ccccc1P(=O)(O)O,-9,-2.9,23*,-2,5,-3,-4,-13,0
O=C(CN1C(=O)c2ccccc2C1=O)Nc1ccc(S(=O)(=O)NCC2CCCO2)cc1 (stereo not given),4,-7.1,0.6,-2,-1,-2,-4,0,10
Clc1ccc(-c2noc(CCCOc3ccccc3)n2)cc1,-13,-1.9,-4.6,4,2,4,-1,-9,-12
CC(NS(=O)(=O)c1ccc(F)cc1)C(=O)NCc1ccncc1 (stereo not given),0,-2.5,-2.4,-3,-4,-4,5,1,-5
C=CCNC(=O)CC(=O)N/N=C/c1ccc(F)cc1,-10,-1.8,-2.6,-3,-1,-6,0,0,11
COc1ccc(C(=O)Nc2nc3ccc4nc(C)sc4c3s2)cc1,8,-4.1,-4.7,8,-3,-9,4,23,-1
Cc1cc(NS(=O)(=O)c2ccc(NC(=O)CCCOc3ccccc3)cc2)no1,-3,-3.3,-0.8,2,5,17,-37,3,18
CCOc1cc(/C=C2\SC(=O)N=C2N)ccc1O,2,-3.3,-1.8,-9,7,-1,6,7,-20
CN1C(=S)SC2CS(=O)(=O)CC21C (stereo not given),4,-3.1,-3.1,-1,-2,-2,-4,2,-10
CCOC(=O)c1ccc(NC(=O)N2CCN(S(C)(=O)=O)CC2)cc1,8,-2.7,-1.5,4,5,3,-7,-19,15
CCOC(=O)c1c2c3c(cccc3n(C)c1=O)C(=O)c1ccccc1-2,-12,21*,15*,3,-4,-59,3,-4,25
Cc1nc2c(C)cccn2c1/C(O)=C1\C(=O)C(=O)N(CCN(C)C)C1c1ccncc1 (stereo not given),-20,-2.5,0.3,2,-4,0,-1,-8,15
COc1ccccc1CC(=O)NCCc1ccccc1,-2,-3.4,-0.4,2,1,0,-5,-2,13
CC(C)(C)C(=O)Nc1nc(-c2ccccc2)ns1,-15,-1.3,2.5,-2,-1,-6,1,-6,10
CC(=O)CCN1C(=O)NC2(CCCc3ccccc32)C1=O (stereo not given),6,-2.6,0.5,1,0,2,-7,-1,1
COc1ccccc1NC(=O)NCc1ccccc1F,-2,0.3,1.0,-2,0,-3,-1,0,14
COCCNC(=O)COc1ccc(C)c(C)c1,-6,-2.5,-0.4,0,4,3,-10,1,6
CC(=O)c1cccc(N(CC(=O)NC2CCCC2)C(=O)CNC(=O)c2cccs2)c1,-12,-1.1,0.1,2,1,0,-21,-13,10
CCCSc1nnc2n(N)c(=O)c3ccccc3n12,-2,-1.6,0.3,2,0,1,0,-7,35
